DAX1 inh-1: NR0B1 (DAX1) inhibition; HEK293 Gal4-DAX1 luciferase reporter, luminescence; inhibition, % at 6.75 µM; hit rate 0.99% among 340,000; AID 504766;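 active = inhibition above the mean over all tested compounds plus 3 SD, cut at about 4.2% in these data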;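 also: 0% = DAX1-transfected cells with DMSO and 100% = empty-vector control cells with DMSO; inhibition shows as a rise in luminescence from relieved DAX1 repression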
PG9 binder: small molecules binding HIV-1 gp120 antibody PG9 | TR-FRET gp120-PG9 antibody binding | inhibition, % at 6.7 µM | hit rate 0.43% among 360,000 | AID 624416; in the data active = inhibition above about 8.5%
DAX1 inh-2: inhibitors of DAX1 repression of SF-1 activated StAR promoter | hit rate 1.1% among 370,000 | HEK293T StAR-luciferase reporter, SF-1/DAX-1 repression relief | inhibition, % at 6.8 µM | AID 652010;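 active = inhibition above the mean over all tested compounds plus 3 SD, cut at about 3.6% in these data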;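 also: 0% = DAX-1 cells with DMSO and 100% = cells lacking DAX-1 with DMSO; higher inhibition means more luminescence from relief of DAX-1 repression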
hgDAF-12 ag: activates the H. glycines DAF-12 receptor ligand-binding domain; HEK293 GAL4-hgDAF12 UAS-luciferase reporter, agonist luminescence; normalized to butyrate control; activation, % at 6.8 µM; hit rate 1.8% among 370,000;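 active = activation above a cutoff set at the mean of all screened compounds plus 3 SD, cut at about 10% in these data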;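 also: 0% = DMSO wells and 100% = sodium butyrate wells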
GC-A act: GC-A (human) enzyme activation. P16066. HEK293 GC-A cells, cGMP TR-FRET, EC30 ANP; 0% at EC30 ANP, 100% saturating ANP. activation, % at 10 µM. hit rate 0.14% among 370,000; in the data active = activation above about 40%
Target sequence (P16066 whole entry, looked up): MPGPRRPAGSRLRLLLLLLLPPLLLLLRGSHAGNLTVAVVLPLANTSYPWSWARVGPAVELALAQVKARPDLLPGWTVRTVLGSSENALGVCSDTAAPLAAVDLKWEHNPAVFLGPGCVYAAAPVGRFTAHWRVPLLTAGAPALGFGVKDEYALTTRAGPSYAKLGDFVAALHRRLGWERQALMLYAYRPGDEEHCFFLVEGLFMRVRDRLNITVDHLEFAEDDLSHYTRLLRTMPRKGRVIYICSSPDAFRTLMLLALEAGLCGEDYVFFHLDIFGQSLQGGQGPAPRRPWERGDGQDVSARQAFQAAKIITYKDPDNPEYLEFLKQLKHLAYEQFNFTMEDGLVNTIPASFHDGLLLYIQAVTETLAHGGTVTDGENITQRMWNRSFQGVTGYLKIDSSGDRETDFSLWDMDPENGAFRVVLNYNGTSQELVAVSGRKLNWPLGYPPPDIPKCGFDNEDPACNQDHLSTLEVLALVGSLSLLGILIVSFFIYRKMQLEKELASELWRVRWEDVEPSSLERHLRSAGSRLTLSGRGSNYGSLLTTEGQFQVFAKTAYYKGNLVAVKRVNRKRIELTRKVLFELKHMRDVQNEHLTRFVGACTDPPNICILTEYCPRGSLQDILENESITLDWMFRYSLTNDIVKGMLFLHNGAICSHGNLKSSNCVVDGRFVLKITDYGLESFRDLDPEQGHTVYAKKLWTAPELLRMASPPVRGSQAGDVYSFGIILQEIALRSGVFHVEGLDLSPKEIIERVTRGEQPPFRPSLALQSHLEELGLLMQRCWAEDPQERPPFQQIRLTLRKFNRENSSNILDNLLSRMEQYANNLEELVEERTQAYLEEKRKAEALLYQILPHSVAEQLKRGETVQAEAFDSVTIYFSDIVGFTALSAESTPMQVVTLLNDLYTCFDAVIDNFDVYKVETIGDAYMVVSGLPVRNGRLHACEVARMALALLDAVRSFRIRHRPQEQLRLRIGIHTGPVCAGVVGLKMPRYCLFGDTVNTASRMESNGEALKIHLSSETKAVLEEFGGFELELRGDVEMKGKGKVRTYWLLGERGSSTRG
FXN GAA850 act: activators of GAA850 frataxin (FXN) promoter. hit rate 0.56% among 360,000. activation, % at 6 µM. HEK293 lucGAA850 FXN promoter luciferase reporter, 24 h; percent of 10 µM SAHA response;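 active = activation above the average of all compounds screened plus 3 SD, cutoff fixed separately per campaign, cut at about 7.5% in these data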;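 also: 0% = DMSO wells and 100% = 10 µM SAHA wells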
SMARCA2 act: increases SMARCA2 function in MMTV reporter cells. hit rate 1% among 370,000. activation, % at 9.1 µM. MG213 cells, MMTV-luciferase reporter, dexamethasone, overnight; in the data active = activation above about 7.8%;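 also: 0% = vehicle wells and 100% = reference activator wells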
ADAM17 inh: inhibitors of human ADAM17. AID 720648. recombinant ADAM17, EDANS/DABCYL FRET peptide cleavage. P78536. hit rate 0.83% among 370,000. inhibition, % at 6.95 µM;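 active = inhibition above the mean of compounds lying between control limits plus 3 SD, set per campaign, cut at about 8.5% in these data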;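 also: 0% = DMSO-only wells as the low control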
ADAM10 inh: inhibits human ADAM10; O14672; recombinant ADAM10, EDANS/DABCYL FRET peptide cleavage, 3 h; inhibition, % at 7 µM; hit rate 0.62% among 370,000; AID 720582;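 active = inhibition above a per-campaign cutoff equal to the mean of compounds falling between control-based bounds plus 3 SD, cut at about 20% in these data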;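 also: 0% = DMSO wells while the 100% control is not disclosed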
hcDAF12 agonist: activators of H. contortus DAF-12 nuclear receptor; hit rate 1.4% among 370,000; HEK293 hcDAF-12 lit1-tk-luc reporter, luminescence; 0% DMSO, 100% Δ7-dafachronic acid; activation, % at 6.8 µM; AID 652067;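 active = activation above the mean of all tested compounds plus 3 SD, cut at about 5.5% in these data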;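 also: 100% = response to 3 µM Δ7-dafachronic acid high control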
ssDAF12 agonist: activates DAF-12 receptor from parasite S. stercoralis; HEK293 ssDAF-12/GRIP1 lit1-tk-luc reporter, luminescence; % of 3 µM dafachronic acid response; activation, % at 6.8 µM; hit rate 1% among 370,000;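 active = activation above the mean over all tested compounds plus 3 SD, cut at about 0.9% in these data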;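 also: 0% = DMSO-only wells and 100% = 3 µM delta7-dafachronic acid wells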
An asterisk follows results filed as active; i = inactive; . = no result given.

SMILES | DAX1 inh-1 | PG9 binder | DAX1 inh-2 | hgDAF-12 ag | GC-A act | FXN GAA850 act | SMARCA2 act | ADAM17 inh | ADAM10 inh | hcDAF12 agonist | ssDAF12 agonist
CC1=CN(S(=O)(=O)c2ccc(C)cc2)C[C@@H]2c3ccccc3N(S(=O)(=O)c3ccc(C)cc3)[C@H]12 | -0.8 | -0.4 | 0.4 | -0.7 | -4 | -1.7 | -3 | -1 | -17 | 0.9 | -0.9
O=C(CCN1N=C(c2ccccc2)CCC1=O)NCC1COc2ccccc2O1 (stereo not given) | -0.5 | 2.9 | 0.3 | -1.5 | -5 | -0.8 | -1 | -4 | -3 | -2.3 | -1.3
C[C@@H](CCCCC1(C)OCCO1)CCC(=O)N(c1ccccc1)c1ccccc1 | . | . | -1.4 | -2.8 | -8 | . | -5 | 0 | -6 | -3.4 | -1.3
CC(=O)N1CCC(C(=O)NCCOc2ccc(C)cc2)CC1 | 0.4 | -1.6 | 0.1 | 1.0 | 0 | -0.3 | 5 | 0 | -2 | -1.4 | -0.8
Cc1cc(C)n(C(=O)CCCn2cc([N+](=O)[O-])cn2)n1 | -0.1 | 0.1 | -0.8 | -2.7 | 3 | 0.9 | 2 | 0 | -1 | -1.7 | -1.2
Cc1cc(C(=O)N/N=C/c2cccc([N+](=O)[O-])c2)c2ccccc2n1 | 3.8 | -0.5 | 0.9 | 1.3 | 10 | 0.6 | -2 | 1 | 9 | -0.8 | -0.6
Cc1c(C=O)c2ccccc2n1CC(=O)NC(C)c1ccccc1 (stereo not given) | -0.4 | 1.9 | -0.2 | 3.7 | -6 | 1.7 | -3 | -1 | 1 | 2.3 | -0.8
CC(Oc1ccc(Br)cc1)C(=O)NCc1ccccn1 (stereo not given) | 1.0 | -0.3 | -0.3 | 3.7 | -1 | 4.3 | 7 | 2 | -1 | 1.3 | 0.3
O=[N+]([O-])/C(C(Cl)=C(Cl)Cl)=C(\Sc1ccccc1)N1CCCCC1 | 0.1 | -2.2 | -0.5 | 0.0 | -9 | 2.9 | 1 | 1 | 1 | -0.1 | -0.5
Cc1ccc(C(=O)N2CCc3ccccc32)cc1 | 0.8 | -1.6 | 1.1 | 9.1 | 1 | 6.0 | 4 | -1 | 0 | 4.7 | 0.2
Cc1cc(=O)c2c(N(C)C)cccc2[nH]1 | 1.3 | -0.6 | -1.2 | -1.9 | -3 | -0.8 | -4 | i | i | -1.3 | -0.9
Cc1cccc(NC(=O)NC(C)CCc2ccccc2)c1 (stereo not given) | 0.1 | -1.9 | 0.1 | 5.4 | -5 | 2.6 | 2 | 1 | 3 | 1.5 | -1.5
CCN(C[C@H]1N[C@@](C)(C(=O)OC)[C@H]2C(=O)N(Cc3ccccc3)C(=O)[C@@H]12)C(=O)Nc1ccc(OC)cc1 | -0.2 | -1.6 | 0.0 | -1.9 | 0 | 9.4* | -5 | -3 | -23 | 0.7 | -1.1
COc1cccc(N2CCN(CC(=O)C34CC5CC(CC(C5)C3)C4)CC2)c1 | 0.0 | -0.1 | -0.1 | 1.9 | 4 | -2.6 | -7 | -4 | -4 | 0.1 | -1.0
NS(=O)(=O)c1ccc(CCNC(=O)CC(NC(=O)c2ccccc2Cl)c2ccccc2)cc1 (stereo not given) | -1.8 | -1.7 | 0.5 | -0.7 | 1 | -0.6 | -1 | -3 | 3 | -0.9 | -0.9
O=C(O)c1ccc(-n2cc(C(=O)c3ccccc3O)cn2)cc1 | 0.2 | -1.5 | 0.6 | 2.3 | 4 | 3.9 | -1 | -2 | -8 | 1.7 | -0.5
CC(C)N(C(=O)CSc1nc2ccccc2n1Cc1ccccc1F)C(C)C | -0.6 | 1.2 | -1.6 | -3.2 | 9 | -0.2 | -4 | -3 | -5 | -3.0 | -1.6
O=C(O)/C(=C/c1ccc(Cl)c([N+](=O)[O-])c1)c1ccc(S(=O)(=O)N2CCCCC2)s1 | -0.1 | -0.9 | -0.7 | 4.0 | 4 | 0.1 | -3 | -4 | -26 | 0.6 | -1.2
C=CCC[C@H](Cc1ccc(F)cc1)C(=O)OC[C@@H](Cc1c[nH]c2ccccc12)NC(=O)[C@H](CC=C)CC(=O)N(CCO)Cc1ccccc1 | -0.2 | -4.1 | -1.5 | -5.0 | -8 | -8.7 | -4 | 25* | 43* | -3.4 | -2.2
O=C(NCC1CCCO1)c1ccc(S(=O)(=O)Nc2ccc(F)cc2)cc1 (stereo not given) | 0.6 | 0.0 | 0.7 | -0.8 | -7 | 0.4 | -2 | -1 | 0 | 0.0 | -1.5
CC(OC(=O)c1nsc(Cl)c1Cl)C(=O)NCc1ccc2c(c1)OCO2 (stereo not given) | 1.3 | 1.4 | 0.7 | 1.0 | -3 | 3.2 | -1 | -4 | -8 | 0.3 | -1.8
Cc1c(NC(=O)C(C)C)cccc1-c1nc2ncccc2o1 | 2.1 | -1.0 | 0.3 | 0.3 | 3 | -0.9 | 2 | -5 | -9 | 3.3 | -0.8
Cc1ccccc1NC(=O)CSc1nnc(C)c2ccccc12 | 0.1 | 1.4 | -0.1 | -0.7 | 2 | 3.2 | 6 | -1 | 12 | -0.2 | -1.3
CC(=O)N(c1ccccc1)c1ccc([N+](=O)[O-])cc1[N+](=O)[O-] | 2.3 | -0.4 | -0.2 | -0.6 | -3 | 1.3 | -2 | 5 | 0 | -1.9 | 0.3
CC1=Nc2ccccc2N=C(NC(=O)CSC(=S)N2CCN(C)CC2)C1c1ccccc1 (stereo not given) | 1.1 | -1.1 | 0.0 | 2.4 | -26 | -0.3 | -5 | 6 | 10 | 1.6 | -0.8
COc1cc(C2C3=C(CC(C)(C)CC3=O)N(C)C3=C2C(=O)CC(C)(C)C3)ccc1O | 0.1 | 3.5 | -0.3 | -2.2 | -1 | 0.8 | -3 | -5 | -6 | -1.4 | -1.4
Cc1ccccc1C(=O)N1CCC(n2nccc2NC(=O)CCOc2ccccc2)CC1 | 1.2 | 0.1 | -0.9 | 1.5 | -1 | 1.0 | 1 | -4 | -6 | -1.6 | -1.4
COc1cc(CNCc2ccco2)ccc1OCc1ccccc1 | 0.8 | -1.7 | -1.2 | 7.6 | -15 | 2.6 | -2 | 0 | 4 | 1.5 | -1.5
COc1ccc(C(=O)N/N=C\c2ccc(OC)c(COc3ccccc3Br)c2)c(OC)c1 | -1.0 | -2.5 | -7.7 | 1.6 | 4 | -5.9 | -2 | 0 | 2 | -1.4 | -1.6
O=C(/C=C/c1ccccc1)NNC(=O)c1cccs1 | -0.2 | 0.8 | 2.2 | 3.1 | 5 | 1.9 | 3 | -4 | 5 | 0.7 | -1.9
COc1ccc2c(c1)[nH]c1c(=O)n(/N=C/c3ccc(OC)c(COc4ccccn4)c3)cnc12 | 0.1 | 7.6 | -0.3 | -3.0 | 5 | 2.9 | -3 | -2 | -9 | 1.6 | -0.5
CCOc1ccc(S(=O)(=O)NCc2ccc3c(c2)OCO3)cc1C | -0.2 | -0.9 | -0.2 | -0.2 | -1 | 2.5 | 3 | 4 | 11 | -1.0 | -1.1
O=C(CS(=O)(=O)c1ccccc1)Nc1ccc(Br)cn1 | 1.5 | 1.2 | 0.0 | 1.4 | 1 | -0.2 | 5 | -1 | -2 | 0.1 | -0.7
O=C(COc1ccc(Br)cc1CNCCc1ccccc1)NCc1ccccc1 | 4.0 | 1.4 | -0.1 | 2.5 | -42 | -5.6 | -4 | -4 | -1 | 3.4 | -1.1
O=C(CSc1nnnn1-c1cccnc1)Nc1ccccc1F | 1.9 | -1.4 | -0.7 | 1.7 | 1 | -1.1 | 2 | 0 | -13 | -1.0 | -0.7
O=C(Nc1nonc1-c1ccc(F)cc1)c1ccco1 | 1.5 | 1.6 | -0.1 | -2.0 | -4 | -1.0 | -2 | 2 | 3 | -0.5 | -0.3
COC(=O)[C@]12C[C@H](CC(=O)N3CCSCC3)C(=O)N(CCC3=CCCCC3)C1=C[C@H](C(C)C)O[C@@H]2C1CC1 | . | . | -0.7 | 1.9 | 0 | . | 7 | 5 | 14 | 2.1 | -0.8
COc1cccc(NC(=O)CN2CCN(CC(=O)Nc3ccccc3Cl)CC2)c1 | -1.4 | -1.4 | -0.5 | -0.2 | 4 | 2.7 | -3 | -2 | -2 | -2.5 | -1.1
CCOC(=O)c1cnc2ncnn2c1N | 0.5 | 0.0 | 0.1 | 0.1 | 3 | 0.6 | -2 | -3 | -8 | -1.2 | -1.4
O=C(CCCN1C(=O)/C(=C/c2cccs2)SC1=S)Nc1ccc(C(=O)O)cc1 | . | -3.0 | 0.0 | 4.6 | 0 | -0.1 | -2 | -9 | -8 | 0.8 | -0.8
COc1ccc(Cc2nnc(NC(=O)c3cc(OC)c(OC)c(OC)c3)s2)cc1OC | -0.2 | -1.5 | -1.1 | -2.2 | 3 | 2.0 | -1 | 3 | 7 | -1.8 | -1.4
O=C(NC1CCCCC1)C(c1ccccn1)N(C(=O)c1csnn1)c1ccccc1 (stereo not given) | -0.7 | -0.4 | 0.2 | -0.4 | 2 | 0.0 | -3 | -1 | -3 | -0.3 | -1.2
CCCOc1ccc(CCC(=O)O)cc1 | 1.4 | 0.5 | 0.1 | 1.6 | 1 | 0.2 | 3 | -2 | -6 | 1.9 | 0.6
Cc1ccc(-c2nc3c(Cl)cc(C(F)(F)F)cn3c2Cc2ccsc2)cc1 | . | -0.6 | -0.3 | 1.1 | 1 | . | -1 | 1 | 11 | 2.7 | -0.3
Cc1c(N2C(=O)SC(CC(=O)O)C2=O)c(=O)n(-c2ccccc2)n1C (stereo not given) | 0.0 | -1.8 | 0.7 | 0.8 | 0 | 2.6 | -1 | -1 | 3 | -1.6 | -0.7
CSc1ccc(NC(=O)Nc2ccc(C(=O)NCC(=O)O)cc2)cc1 | 3.4 | 0.5 | 0.4 | 4.3 | 5 | 4.1 | 1 | -4 | -1 | -2.5 | -0.6
Cc1ccc(-c2csc(NC(=O)c3ccc(S(=O)(=O)N4CCc5ccccc54)cc3)n2)cc1 | -0.8 | 0.3 | -1.3 | -1.9 | -3 | -0.7 | -2 | 1 | 0 | -1.6 | -1.2
COc1ccc(NC(=O)c2ccc(S(=O)(=O)N3CCCC3)cc2)cc1OC | 0.6 | -0.1 | 0.3 | -1.7 | 0 | -0.2 | 0 | -2 | 0 | -0.9 | -0.8
COc1ccc(-n2c(COc3ccc(Cl)cc3)nnc2SCc2ccc(C#N)cc2)cc1 | 0.3 | 0.8 | -0.8 | 0.8 | 3 | 2.0 | -2 | -1 | -3 | -1.7 | -1.8
CS(=O)(=O)N(CC(=O)Nc1cccc(Cl)c1Cl)c1ccccc1 | -2.1 | 3.1 | -0.1 | -3.4 | -6 | -2.1 | 0 | -2 | 1 | -0.9 | -1.8
Cc1cccc(-n2c(N)cc(=O)nc2SCC(=O)Nc2ccccc2)c1 | 1.1 | -0.2 | 0.0 | -2.1 | 0 | 2.7 | -1 | -2 | -5 | -0.2 | -0.6
